Screening data deposited in PubChem BioAssay by National Center for Advancing Translational Sciences (NCATS).
BRCA1 expr act: qHTS Assay to Identify Small Molecule Activators of BRCA1 Expression | MCF7-BRCA1-FFLuc reporter, luminescence, 48 h; response scale: scaled: vehicle 0%, 10 µM genistein 100% | Potency, µM (doses to about 46.1 µM), inactives show at the highest dose activation, usual class: activators | actives 1.1% (n = 380,000) | AID 624202, 2012; note: potency is the fitted concentration of half-maximal effect; nearly all actives have a fitted effect of over 80% in size; some results filed as inactive show a strong effect at the top dose
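Using MCF7 cells harboring a BRCA1 firefly luciferase reporter, plated 2 h before compound pinning, the screen measured luminescence after 48 h incubation. Responses were normalized to DMSO and 10 microM genistein, then fitted for concentration-effect.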
ASM inhibitor: Inhibitors of Secretory Acid Sphingomyelinase (S-ASM): qHTS | placental ASM, HMU-PC fluorogenic substrate, 60 min | Potency, µM (top dose mostly 57.5 µM), for the others: at the top dose activity change, negative = inhibition, hits mostly inhibitors | actives 0.006% (n = 340,000); note: potency is the fitted concentration of half-maximal effect
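HMU-PC0 cleavage (9 uM final) by human placental ASM, 60 min at 37 °C following 10 min compound exposure at RT; stopped at pH 10, fluorescence Ex 386/Em 447 nm.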
Eya2 phos inh: qHTS Assay for Inhibitors of the Phosphatase Activity of Eya2; Protein phosphatase EYA2 (Homo sapiens), O00167; recombinant Eya2, OMFP fluorescence dephosphorylation (OMFP is methylfluorescein phosphate); Potency, µM (highest dose often 76.9 µM), without a hit: at the top dose activity, negative = inhibition, usual class: inhibitors; actives 0.006% (n = 330,000); AID 488837, 2010; note: potency is the fitted concentration of half-maximal effect; % is set by controls: 0 for no effect and ±100 for the full control effect
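Eya2 (0.2 uM) preincubated 10 min at ambient with compound, then OMFP substrate added at 50 uM; 10 min reaction in 50 mM HEPES pH 7.5, 50 mM NaCl, 5 uM MgCl2, 0.05% BSA, 1 mM DTT. Fluorescence read at Ex 485/Em 525 nm.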
uPA surface inh: qHTS for Inhibitors of Cell Surface uPA Generation; cell surface uPA generation assay, qHTS; Potency, µM (top dose mostly 38.3 µM), for the others: top-dose activity change, negative = inhibition, most hits filed as inhibitors; actives 0.31% (n = 330,000); active = well fitted inhibition curve with a large enough effect; inconclusive = small, poorly fitted or top-dose-only effect; inactive = no such curve, though single readings can be large or run the other way; tested in mouse RAW 264.7 cells; note: potency is the fitted concentration of half-maximal effect; % is set by controls: 0 for no effect and ±100 for the full control effect; nearly all actives have a fitted effect of over 55% in size
USP2a block: qHTS Assay for Inhibitors of Ubiquitin-specific Protease USP2a Using CHOP2 as the Reporter; USP2 core, Ub-CHOP2 coupled fluorogenic reporter, 485/531; Potency, µM (series often up to 38.3 µM), without a hit: at the highest dose activity change, negative = inhibition, most hits filed as inhibitors; AID 463254, 2010; actives 0.01% (n = 330,000);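 note: potency is the fitted concentration of half-maximal effect; plate controls were DMSO wells for no effect and full inhibition by NEM control for full effect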
Target sequence (O75604 whole entry, looked up): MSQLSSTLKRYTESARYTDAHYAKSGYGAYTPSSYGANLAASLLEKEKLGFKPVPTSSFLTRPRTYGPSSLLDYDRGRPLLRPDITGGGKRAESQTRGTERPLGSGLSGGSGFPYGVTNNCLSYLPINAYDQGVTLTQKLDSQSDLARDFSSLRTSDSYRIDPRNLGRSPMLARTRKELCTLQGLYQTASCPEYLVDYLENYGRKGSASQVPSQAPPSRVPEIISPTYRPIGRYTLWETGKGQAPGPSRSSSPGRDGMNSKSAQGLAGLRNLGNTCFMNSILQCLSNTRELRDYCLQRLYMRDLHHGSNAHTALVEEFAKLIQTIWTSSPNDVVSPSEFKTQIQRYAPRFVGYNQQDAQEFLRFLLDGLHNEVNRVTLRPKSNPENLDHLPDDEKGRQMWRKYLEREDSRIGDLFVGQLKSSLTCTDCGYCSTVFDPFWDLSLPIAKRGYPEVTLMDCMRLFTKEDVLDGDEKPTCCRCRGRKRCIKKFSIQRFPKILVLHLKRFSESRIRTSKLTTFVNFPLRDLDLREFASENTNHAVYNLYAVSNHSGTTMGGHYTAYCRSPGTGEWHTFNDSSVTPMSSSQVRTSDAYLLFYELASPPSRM
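Cell-free coupled assay: 10nM USP2 core preincubated 30min RT with compound in Tris-HCl pH 8.0/CaCl2/CHAPS buffer, then 25nM Ub-CHOP2 and 25nM reporter substrate; fluorescence (Ex 485/Em 531) read after 60min RT, normalized to NEM inhibition, concentration-response curves fitted.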
B2AR arrestin: qHTS assay of beta-arrestin-biased ligands of beta2-adrenergic receptor. Beta-2 adrenergic receptor (Homo sapiens), P07550. actives 0.02% (n = 330,000). beta-arrestin recruitment to beta2AR, cell-based reporter. Potency, µM (highest dose often 46.1 µM), for the others: top-dose activation, actives largely listed as activators;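 note: potency is the fitted concentration of half-maximal effect; 0% = DMSO controls and full agonism = EC100 isoproterenol or metaproterenol; nearly all actives have a fitted effect of over 65% in size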
Target sequence (P07550 whole entry, looked up): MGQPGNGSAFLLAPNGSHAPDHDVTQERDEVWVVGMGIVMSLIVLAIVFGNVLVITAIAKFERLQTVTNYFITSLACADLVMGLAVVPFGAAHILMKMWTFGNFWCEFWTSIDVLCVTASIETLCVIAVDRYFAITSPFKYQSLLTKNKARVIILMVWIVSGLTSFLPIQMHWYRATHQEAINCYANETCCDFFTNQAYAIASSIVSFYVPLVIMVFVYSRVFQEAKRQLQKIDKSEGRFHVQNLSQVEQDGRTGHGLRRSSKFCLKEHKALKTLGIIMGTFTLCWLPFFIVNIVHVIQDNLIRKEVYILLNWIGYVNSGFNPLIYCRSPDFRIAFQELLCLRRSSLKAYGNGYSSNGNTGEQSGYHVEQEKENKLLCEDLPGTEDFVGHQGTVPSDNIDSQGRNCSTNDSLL
p53 reactivation: qHTS assay for re-activators of p53 using a Luc reporter; Potency, µM (top dose mostly 92.2 µM), without a hit: at the top dose activity change, positive = activation, actives largely listed as activators; H1299 p53-A138V BP100-luciferase reporter, luminescence, 24 h; actives 0.063% (n = 320,000); note: potency is the fitted concentration of half-maximal effect; % of control where 0% means no effect; nearly all actives have a fitted effect of over 45% in size
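p53-null H1299 cells stably carrying temperature-sensitive p53-A138V and a BP100-luciferase reporter were pinned with compounds (4-point, 1:5 series) and held 24 hrs at 37 deg C. Luminescence was read 10 min after detection reagent.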
a7 integrin act: qHTS for Activators of Integrin-Mediated Alleviation for Muscular Dystrophy | alpha7betagal myoblasts, beta-gal FDG fluorescence, 48 h | Potency, µM (titrated, usually from 38.3 µM), inactives show at the top dose activation, actives largely listed as activators | actives 0.064% (n = 350,000) | AID 624291, 2012;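 note: potency is the fitted concentration of half-maximal effect; 100% = response of the positive control SU9516; nearly all actives have a fitted effect of over 60% in size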
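alpha7betagal+/- myoblasts (passage 13, 250/well) treated 48 h at 37C with compounds at 1:260 dilution of DMSO stock. Lysed, then beta-galactosidase activity read as FDG fluorescence (ex 480/em 540) after 30 min, with pre-read for autofluorescence.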
TRPV1 agonist: HTS Assay for Compounds that Act as Agonists of the Vanilloid Receptor 1 | Transient receptor potential cation channel subfamily V member 1 (Homo sapiens), Q8NER1 | TRPV1-expressing cells, Fluo-8 calcium influx, agonist mode | activation, % at 8.33 µM | actives 0.19% (n = 320,000) | AID 540275, 2011; in the data active = activation above about 80%; inconclusive = between about 30% and that limit; note: 0% is about no effect
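Fluo-8 calcium influx in TRPV1-expressing cells, kinetic read (ex 480/em 520 nm). Compound added and read 3 min for agonist activity, followed by capsaicin at EC20 final and 2 min further read for enhancement.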
PTAP TSG101 blk: qHTS Assay for Iinhibitors of HIV-1 Budding by Blocking the Interaction of PTAP/TSG101. Tumor susceptibility gene 101 protein (Homo sapiens), Q99816. Fluorescence polarization, FITC-PTAP peptide / Tsg101 binding. Potency, µM (series often up to 115 µM), inactives show top-dose activity change, negative = inhibition, actives largely listed as inhibitors. 340,000 tested, under 10 active. AID 493005, 2010; active = well fitted inhibition curve with a large enough effect in the main read-out, with a control signal flat, not every such curve was filed as active; inconclusive = small, poorly fitted or top-dose-only effect, or effect the other way, or a change in a side signal; inactive = no such curve, though single readings can be large or run the other way; note: potency is the fitted concentration of half-maximal effect; % of control where 0% means no effect
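Compounds were pin-transferred onto Tsg101 binding domain (10 uM final) in HEPES pH 7.5 buffer, then FITC-PTAP peptide was added at 50 nM final. After 20 min at RT, polarization reported peptide displacement across a qHTS concentration series.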
ELG1 genotox: qHTS screen for small molecules that induce genotoxicity in human embryonic kidney (HEK293T) cells expressing luciferase-tagged ELG1 | HEK293T ELG1-luciferase reporter, luminescence, 16 h | Potency, µM (top dose mostly 46 µM), inactives show at the highest dose activity change, positive = activation, hits mostly activators | actives 1.3% (n = 330,000); note: potency is the fitted concentration of half-maximal effect; % of control where 0% means no effect; nearly all actives have a fitted effect of over 60% in size
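After overnight (16 hr) compound treatment at 37 °C, ELG1-luciferase HEK293T cells were lysed with ONE-Glo; luminescence quantified 30 min later at room temperature.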
* hit, by the source's call; i = inactive; ? = inconclusive; · = not tested or not shown; & = joins results of further samples; [ ] = another dose, or the depositor's remark. Unless noted, calls come from the whole dose curve; as a rule, active = well fitted curve in the direction sought with a large enough effect; inconclusive = small, poorly fitted or top-dose-only effect, or another doubt; inactive = no such curve, though single readings can be large; an effect the other way counts as inactive or inconclusive.

SMILES	BRCA1 expr act	ASM inhibitor	Eya2 phos inh	uPA surface inh	USP2a block	B2AR arrestin	p53 reactivation	a7 integrin act	TRPV1 agonist	PTAP TSG101 blk	ELG1 genotox
COC(=O)c1ccc(COc2ncnc3ccccc23)o1	-9.7%	-0.7%[11.5 µM]	10.0%	-0.5%	-0.9%	-0.2%	0.4%	-5.8%	1.8	-4.2%	9.0%
O=C(OCC(=O)c1c[nH]c2ccccc12)c1cc(Br)ccc1O	1.7%	-1.8%	1.0%	4.7%	0.9%	0.0%	9.8%	-14.8%	-1.0	0.8%	15.4%
COc1ccc(C(=O)Nc2ccc(S(=O)(=O)Nc3nccc(C)n3)cc2)cc1[N+](=O)[O-]	-5.0%	6.9%	-1.5%	-0.6%	-1.3%	0.3%	9.6%	?	-2.9	0.6%	-0.3%
COc1ccc(-c2cc(C(F)(F)F)n3nc(C(=O)O)cc3n2)cc1OC	-3.0%	11.1%	-1.6%[15.4 µM]	-1.2%	3.1%	0.1%	-5.0%	32.7%	-4.7	-0.9%	-3.1%
O=C(c1cc2cc(Cl)ccc2oc1=O)N1CCN(c2ccccn2)CC1	3.0%	-3.3%	10.2%	-3.2%	-0.8%	-0.9%	?	?	-0.1	0.3%	1.2%
COc1ccc(-c2ccccc2NC(=O)C2CCCN(Cc3ccco3)C2)cc1 (centres undefined)	-11.5%	0.3%	5.0%	2.1%	1.8%	2.7%	-7.2%	-22.9%	3.6	-1.6%	-8.0%
Cc1c(Cl)cccc1NC(=O)CCC(=O)c1cccs1	9.9%	-0.6%	0.6%	?	-0.9%	-0.6%	-3.8%	-7.4%	19.1	-1.0%	0.9%
COc1cccc(C(=O)NC2CC3CCCC(C2)N3Cc2ccc(C)cc2)c1 (centres undefined)	-7.0%	8.8%	1.4%	29.8%	-0.9%	0.1%	·	0.0%	2.4	-7.9%	0.1%
O=C(O)CCSc1nc2ccc(Br)cc2[nH]1	-16.0%	2.5%	-21.6%	2.9%	1.8%	4.4%	-1.9%	24.3%	-3.3	-5.0%	-2.4%
CCc1nnc(NS(=O)(=O)c2ccc(NC(=O)C(c3ccccc3)c3ccccc3)cc2)s1	2.6%	-2.2%	·	1.5%	·	·	·	16.2%	·	-0.4%	·
COc1ccc(OC)c(NC(=O)C(=O)/C=C(\O)c2cc(OC)ccc2OC)c1	-6.3%	-1.0%	5.5%	0.9%	-0.6%	-0.9%	-6.3%	-30.2%[inhibitor]	-4.3	-5.6%	-9.7%
Cc1ccc(-n2nnnc2SCC(=O)Nc2cccnc2Cl)cc1	-41.6%	2.2%	-18.7%	0.3%	2.6%	-0.9%	1.0%	-11.6%	17.5	-5.2%	-0.9%
COCCn1nnnc1C(c1ccc(C(F)(F)F)cc1)N1CCOCC1 (centres undefined)	3.8%	-0.7%	11.3%	1.5%	2.3%	-0.6%	-8.7%	3.9%	-4.5	-2.4%	-2.8%
COc1ccc(S(=O)(=O)Nc2cc(S(=O)(=O)N3CCOCC3)ccc2OC)cc1	-0.9%	2.5%	-19.2%	5.7%	-2.6%	-0.4%	-1.5%	6.4%	·	-2.5%	0.5%
C(=N\Nc1ccc2nncn2n1)/c1ccccn1	-61.3%	-0.9%	?	-10.7%	8.4%	0.3%	21.4%	-16.9%	-3.7	0.3%	?
Cc1ccc(CN2C(=O)CCC2C(=O)NC2CCCC2)cc1 (centres undefined)	1.9%	-0.8%	5.5%	1.8%	2.2%	-0.3%	-7.7%	6.7%	-2.0	-0.6%	0.7%
COc1cccc(-c2c(-c3cc(OC)cc(OC)c3)n(C)c3ccc(-c4cnc(N5CCOCC5)nc4)cc23)c1	16.3%	20.1%	-5.1%	14.1%	4.2%	-0.2%	0.7%	25.8%	·	-2.8%	0.4%
Cc1ccccc1N/N=C/c1sc(=O)n(Cc2cccc(C(=O)O)c2)c1Cl	3.8%	-2.8%	-2.6%	0.7%	0.2%	0.1%	0.8%	4.1%	0.9	-4.5%	-0.7%
CCOCCCn1c(=NC(=O)c2cccs2)c(C#N)cc2c(=O)n3ccccc3nc21	-3.7%	i	5.2%	-4.4%	16.0%	5.8%	1.3%	4.6%	3.0	0.3%	-0.9%
CSc1nc2ccccc2n1Cc1cccc([N+](=O)[O-])c1	-21.2%	1.1%	-1.5%	-5.0%	-3.4%	-0.9%	-13.6%	-18.6%	-3.0	-3.5%	3.1%
CCOC(=O)c1ccc(N=C2C(=S)N(c3ccc(C(=O)OCC)cc3)C(=N)N2/N=C/c2ccccc2)cc1	14.0%	-7.1%	-5.9%	1.7%	0.4%	-0.9%	0.3%	0.9%[7.66 µM]	-1.4	-3.7%	-4.7%
Cc1cc(C)c(S(=O)(=O)N2CCN(C(=O)c3ccc(-n4nc(C)c(Cl)c4C)cc3)CC2)c(C)c1	-23.7%	-0.4%	·	-21.9%	·	·	·	12.3%	·	-10.0%	·
COC(CNC(=O)Cn1nc(Cc2ccncc2)c2ccccc2c1=O)OC	-9.7%	3.8%	-1.0%	-20.8%	2.8%	-0.3%	11.6%	-20.7%	-0.7	-6.1%	3.9%
COc1cc(C2NC(=O)NC(C)=C2C(C)=O)cc(OC)c1OC (centres undefined)	-3.4%	-2.7%	10.3%	-1.6%	0.6%	-0.4%	-2.3%	-22.8%	4.2	-2.5%	0.7%
Cc1ccc(Sc2ncccc2C(=O)N(C)Cc2cccs2)c(C)c1	-22.7%	-0.9%	8.6%	-5.4%	0.9%	-0.2%	-0.9%	10.4%	18.7	0.2%	-0.9%
CCOc1ccc(C(=O)Nc2ccccc2C(=O)O)cc1	30.8%	8.4%	22.6%	-14.4%	10.6%	-0.3%	-6.2%	-34.7%[inhibitor]	-5.6	-0.3%	?
COc1ccc(S(=O)(=O)N2CCC(C(=O)NCc3cccc(OC)c3)CC2)cc1	-23.8%	3.5%	-0.6%	3.0%	-0.1%	-0.4%	-8.6%	-17.0%	-0.6	-5.6%	-0.2%
O=C(C[n+]1ccccc1)Nc1ccc(Oc2ccccc2)cc1	11.3%	-1.7%	-4.3%	2.1%	3.2%	0.0%	-5.3%	-8.2%	-0.5	-3.0%	-6.9%
CC(=O)N1CCN(CCS(=O)(=O)c2ccc(Br)cc2)CC1	-2.8%	-0.1%	-1.0%	-6.4%	0.9%	-0.1%	-10.2%	-22.0%	-0.5	-3.0%	1.8%
OC1(c2ccccc2F)CCN(Cc2nnc(-c3ccccc3)o2)CC1	-2.5%	-0.2%	2.3%	5.1%	-0.1%	-0.7%	2.9%	6.0%	-0.6	-2.2%	-3.0%
CC(C)[C@@H]1CC[C@@H](C)C[C@H]1OC(=O)C[n+]1cc(-c2ccc(Cl)cc2)n2c1CCCCC2	-81.7%	-2.9%	-25.1%	-19.0%	1.1%	-0.7%	-14.0%	-34.8%[inhibitor]	2.1	-4.8%	-6.6%
O=C1NC(c2ccc(Br)cc2)Nc2ccccc21 (centres undefined)	-65.4%	171.2%[activator]	-2.5%	-7.4%	0.7%	0.3%	2.9%	-4.6%	3.4	0.7%	-5.8%
Cc1ccc(C(=O)NC(=S)NCc2ccco2)cc1	53.8%	-0.1%	?	0.3%	2.0%	0.1%	2.2%	-17.9%	14.4	2.3%	8.2%
CN(Cc1ccccc1)C(=O)C1CCN(S(=O)(=O)c2cccc3nsnc23)CC1	-0.7%	0.9%	0.7%	9.0%	3.5%	-0.7%	-0.3%	33.6%	-3.3	0.3%	0.2%[9.26 µM]
CCn1c(=O)c2cc(C(=O)NCCCOC)sc2c2ccccc21	-45.5%&-50.1%	5.8%	2.6%	5.62µM*	-0.3%	-0.2%	-5.5%	19.8%	20.4	-3.3%	-0.3%
O=C1CC(c2ccc(OCCCCCOc3ccc(C4CC(=O)NC4=O)cc3)cc2)C(=O)N1 (centres undefined)	-36.4%	13.6%	-18.6%	-0.8%	-4.4%	0.3%	-2.7%	-11.4%	4.0	-3.5%	-13.2%
